V1aR counter: activates human V1a receptor in oxytocin agonist counter-screen. activation, % at 3 µM. CHO-V1R cells, Fluo-8 calcium fluorescence, agonist mode; 0% DMSO, 100% 3 nM vasopressin. AID 2797. P37288. 320,000 compounds, 0.25% hits;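 active = activation above the mean activation of all tested compounds plus 3 SD, per screening run, cut at about 20% in these data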;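 also: signal is peak over basal fluorescence ratio across a 100 second FLIPR read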
CHO parental Ca: counter-screen for OX1R antagonists: effect in parental CHO cells; AID 463079; parental CHO-K1, ATP-induced calcium, Fluo-8 fluorescence; inhibition, % at 5.6 µM; 330,000 compounds, 0.63% hits;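 active = inhibition above that plate's mean sample inhibition plus 3 SD, cut at about 26% in these data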;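 also: 0% = ATP-challenged DMSO wells and 100% = DMSO wells without ATP; some compounds past the cut are filed as inactive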
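Material: parental CHO cells / Compound: single nominal dose of 5.6 µM per compound / Signal: Fluo-8 fluorescence / Replicates: singlicate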
TAAR1 antag: antagonists of human TAAR1; Q96RJ0; CHO RD-HGA16 TAAR1, Fluo-8 calcium fluorescence, antagonist; inhibition, % at 3 µM; AID 624466; 360,000 compounds, 1.5% hits;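 active = inhibition above a per-plate cutoff, the mean inhibition of test compounds on that plate plus 3 SD, cut at about 49% in these data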;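 also: 0% = DMSO plus EC80 beta-PEA response and 100% = DMSO alone without agonist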
Target sequence (Q96RJ0 whole entry, looked up): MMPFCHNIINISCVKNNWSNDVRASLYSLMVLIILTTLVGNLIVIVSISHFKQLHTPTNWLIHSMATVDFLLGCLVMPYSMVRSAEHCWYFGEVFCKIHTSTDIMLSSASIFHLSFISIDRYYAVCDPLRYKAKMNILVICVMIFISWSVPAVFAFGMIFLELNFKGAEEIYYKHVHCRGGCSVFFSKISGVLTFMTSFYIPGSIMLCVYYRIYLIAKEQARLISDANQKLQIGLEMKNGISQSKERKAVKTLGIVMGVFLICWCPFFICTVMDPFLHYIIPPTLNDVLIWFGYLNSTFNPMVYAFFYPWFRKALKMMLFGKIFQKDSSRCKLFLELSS
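System: CHO RD-HGA16 cells bearing hTAAR1. Reagent: EC80 β-phenethylamine stimulus. Schedule: seeding 17-24 h prior, 75-min 37 °C, 30-min RT dye loading. Signal: Fluo-8 intracellular calcium dye fluorescence, real-time kinetic reads. Read-out: % inhibition from peak post-agonist over basal fluorescence ratio. Benchmarks: vehicle wells and EC80 agonist wells. Replicates: n of 1.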
OXTR ag: activates the human oxytocin receptor | activation, % at 3 µM | P30559 | 320,000 compounds, 0.32% hits | CHO-OTR cells, Fluo-8 calcium fluorescence; normalized: DMSO 0%, oxytocin 100%;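 active = activation above the mean of all tested compounds plus 3 SD, cutoff set per screening run, cut at about 20% in these data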;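 also: peak over basal fluorescence ratio from a 100 s FLIPR kinetic read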
Target sequence (P30559 whole entry, looked up): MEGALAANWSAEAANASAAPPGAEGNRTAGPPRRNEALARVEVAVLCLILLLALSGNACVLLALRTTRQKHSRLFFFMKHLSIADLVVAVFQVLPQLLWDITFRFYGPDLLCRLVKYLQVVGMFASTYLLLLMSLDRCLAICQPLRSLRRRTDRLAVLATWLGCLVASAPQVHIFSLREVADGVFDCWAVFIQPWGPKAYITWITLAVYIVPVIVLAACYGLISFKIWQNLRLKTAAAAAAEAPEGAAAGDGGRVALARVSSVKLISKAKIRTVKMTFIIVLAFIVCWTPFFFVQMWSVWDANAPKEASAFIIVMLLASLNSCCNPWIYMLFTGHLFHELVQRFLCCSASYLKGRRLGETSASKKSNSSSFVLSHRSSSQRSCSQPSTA
CHO-K1 Ca antag: nonselective inhibitor or artifact in parental CHO-K1 cells | AID 602250 | inhibition, % at 3 µM | ATP-induced calcium, Fluo-8 fluorescence | 360,000 compounds, 0.6% hits;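 active = inhibition above a per-plate cutoff, the plate's mean sample inhibition plus 3 SD, cut at about 24% in these data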;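 also: 0% = DMSO plus EC80 ATP and 100% = DMSO alone without ATP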
OXTR potentiate: human OXTR potentiation. activation, % at 3 µM. CHO-OTR cells, Fluo-8 calcium fluorescence, potentiator mode; 0% = oxytocin EC15, 100% = EC100. AID 2445. 320,000 compounds, 0.061% hits. P30559;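 active = activation above that plate's cutoff, the mean activation of tested compounds plus 3 SD, cut at about 6.6% in these data, passing the limit was not always enough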;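 also: 100% uses oxytocin at 75 nM as the full agonist control; some results filed as inactive read as strong as hits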
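test system = CHO-OTR cells, human receptor | compound = single-point 3.0 µM | schedule = 6 min compound pre-incubation at room temperature, 100 s kinetic read | signal = Fluo-8 no-wash calcium dye fluorescence, excitation 470-495 nm, emission 515-575 nm | repeats = single well per compound, singlicate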
GPR7 antag: antagonists of human GPR7 (neuropeptides B/W receptor 1). 290,000 compounds, 1.1% hits. inhibition, % at 4.4 µM. GPR7-expressing cells, fluorescence antagonist assay. P48145; in the data active = inhibition above about 16%, passing the limit was not always enough;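 also: cells stimulated with the agonist NPW; 0% = agonist with vehicle and 100% = vehicle without agonist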
Target sequence (P48145 whole entry, looked up): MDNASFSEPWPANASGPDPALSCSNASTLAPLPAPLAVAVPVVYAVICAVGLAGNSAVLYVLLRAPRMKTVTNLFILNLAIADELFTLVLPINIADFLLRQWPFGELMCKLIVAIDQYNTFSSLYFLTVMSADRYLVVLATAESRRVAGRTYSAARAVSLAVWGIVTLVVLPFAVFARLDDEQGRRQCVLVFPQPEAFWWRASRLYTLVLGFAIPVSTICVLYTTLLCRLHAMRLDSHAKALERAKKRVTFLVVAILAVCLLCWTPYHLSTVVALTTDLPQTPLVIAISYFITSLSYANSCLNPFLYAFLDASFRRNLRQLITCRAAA
M1 ag parental: nonselective activator or artifact in parental CHO-K1 cells; Fluo-8 calcium fluorescence; scaled to maximal ATP response, vehicle zero; activation, % at 3 µM; 360,000 compounds, 0.48% hits; in the data active = activation above about 15%;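 also: untransfected CHO-K1 host cells lacking M1 receptor as counterscreen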
M1 PAM parental: nonselective activator or artifact in parental CHO-K1 calcium assay; 360,000 compounds, 0.02% hits; AID 602247; ATP EC20, Fluo-8 calcium fluorescence; 0% at ATP EC20, 100% at ATP max; activation, % at 3 µM;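 active = activation above the run cutoff, the mean activation of all test compounds plus 3 SD, cut at about 40% in these data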;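 also: peak over basal fluorescence ratio in a 140 s read after ATP addition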
Numbers without * were called inactive; x = no result given.

SMILES	V1aR counter	CHO parental Ca	TAAR1 antag	OXTR ag	CHO-K1 Ca antag	OXTR potentiate	GPR7 antag	M1 ag parental	M1 PAM parental
COc1cc(OC)cc(C(=O)N[C@H](C(=O)OCC(=O)NC(=O)NC(C)(C)C)C(C)C)c1	-0.7	5	8	-2.1	-17	-8	1	4.2	5
CC(C)OCCCn1c(-c2ccc(Br)cc2)c[nH]c1=S	0.1	-11	-13	-0.8	-16	-5	-5	14	31
CN1CCN(C(=O)CCc2nc3ccccc3c(=O)[nH]2)CC1	0.1	16	-22	-0.4	-5	-12	1	0.8	21
CCCCCNCC(=O)Nc1cccc(C(=O)Nc2cccc(C(F)(F)F)c2)c1	9.7	-1	50*	14	7	-7	25*	24*	-8
COc1cc(CN2CCC(N3CCC(C(=O)N4CCCC4)CC3)CC2)cc2c1OCO2	-0.2	-9	-31	0.2	-16	1	-13	4.9	6
CCCNC(=O)c1cc(S(=O)(=O)N2CCCCC2)c[nH]1	-0.4	-2	x	-0.2	2	-7	1	0.4	15
O=[N+]([O-])c1ccccc1-c1cc(-c2ccccc2O)n[nH]1	3.8	-8	25	6.6	3	-8	3	2.4	6
CCNc1nc(Cl)nc(NNC(=O)C(C)Oc2ccccc2)n1 (stereo not drawn)	-0.2	-4	-10	-1.3	8	3	8	0.0	-4
NC1=NC(c2cn[nH]c2-c2ccc(F)cc2)n2c(nc3ccccc32)N1 (stereo not drawn)	-0.3	-27	-15	1.3	x	-9	-20	x	x
COc1cccc(NC(=O)COC(=O)CCSc2ccccc2)c1	-0.4	-10	-19	-0.3	-15	-6	x	1.4	19
COc1ccc(-c2cc(C(=O)Nc3ccc(Cl)cc3Cl)c3ccccc3n2)cc1OC	-1.2	-15	21	-1.4	-4	-8	-11	0.3	23
COc1ccc(CCNC(=O)c2ccn[nH]2)cc1OC	0.2	-1	-2	-0.5	-9	-14	0	0.7	20
N#Cc1cc(S(=O)(=O)c2ccc(Cl)cc2)c(N)[nH]c1=O	-0.1	3	16	0.1	-12	-7	-4	0.3	13
O=C(CN1CCN(S(=O)(=O)c2ccccc2)CC1)N1CCCCC1	0.9	-15	-8	1.1	-10	-7	x	2.3	19
COC(=O)c1[nH]c2cccc(C)c2c1NC(=O)CN1CCCc2ccccc21	3.3	-21	12	3.7	-14	-11	5	0.5	18
COc1ccc(-c2cc(-c3nnc(COC(=O)C4CC4)o3)c3ccccc3n2)cc1OC	0.1	-2	52*	-0.1	-6	-2	-8	4.2	13
COc1cc(C2C(C#N)=C(SC)NC3=C2C(=O)CCC3)ccc1O (stereo not drawn)	0.0	-10	7	-0.1	-8	3	-3	0.5	12
COCc1nnc(NC(=O)CC(C)c2ccccc2)s1 (stereo not drawn)	1.0	-9	-7	-0.4	-4	-5	18	0.3	9
CCNC(=O)COC(=O)/C=C/c1cccs1	-0.4	7	10	0.5	-6	-26	-14	-0.3	11
CC(C)CC1C(C#N)=C(N)Oc2n[nH]c(-c3ccccc3)c21 (stereo not drawn)	-0.2	6	-2	-1.1	-1	-19	-12	0.5	9
Cc1ccc(S(=O)(=O)N2CCOCC2)cc1C(=O)OC1CCOC1=O (stereo not drawn)	x	x	-4	x	-7	x	x	0.2	1
CC(=O)Nc1ccc(NC(=O)c2cccc(S(=O)(=O)N(C)C3CCCCC3)c2)cc1	3.2	-15	20	0.8	7	-7	x	2.8	-10
N#Cc1ccc(CN2CCN(C(=O)CNS(=O)(=O)c3ccc4c(c3)OCCCO4)CC2)cc1	1.0	-16	-18	1.8	-13	-1	x	-0.1	20
O=C1CSC(=S)N1/N=C/c1cc(Br)c(O)c(Br)c1	140*	75*	x	158*	45*	-16	31	106*	-8
Cc1nc2sc(C(c3cccs3)N3CCN(c4ccccc4)CC3)c(O)n2n1 (stereo not drawn)	0.5	-4	0	0.7	-5	-3	-4	1.1	13
O=C(NCc1ccccc1)c1cc(C2CCCN(C(=O)CCCc3ccccc3)C2)on1 (stereo not drawn)	x	x	0	x	4	x	x	1.4	-6
O=C(CSc1ccc(Cl)cc1)NNC(=O)c1ccncc1	x	x	-22	x	-2	x	x	0.4	3
CSCC[C@H](NC(=O)N1CCn2c1nc1ccccc12)C(=O)NCc1ccco1	0.8	-21	-23	-1.9	-4	1	-5	-0.2	20
Fc1ccc(Nc2nnns2)cc1	0.1	-13	-28	1.3	-8	0	-5	0.5	5
CCc1nc(SCC(=O)N2CCCC2)c2c(=O)n(C)c(=O)n(C)c2n1	-0.1	2	-34	-0.2	-16	-9	7	2.1	33
CCN(CC(=O)Nc1c(F)cccc1F)C(=O)CCc1nc2ccccc2c(=O)[nH]1	-0.6	-1	6	-0.6	-3	-11	x	0.6	0
CN(C)/C=C/c1onc(-c2c(F)cccc2Cl)c1C#N	1.6	7	3	-0.6	6	-7	-8	0.8	-7
O=C1CC(SC(=NCc2ccc3c(c2)OCO3)Nc2ccccc2)C(=O)N1 (stereo not drawn)	0.1	6	7	1.9	-8	-10	0	0.5	22
CCN(CC)c1cc2nc(C)n(Cc3ccccc3)c(=O)c2cc1NC(=O)C1CC1	-1.7	-10	-12	-1.8	-6	-4	1	-0.1	16
CC1(C(=O)NCCc2ccccc2)Cc2c(-c3ccccc3)ccnc2O1 (stereo not drawn)	x	x	-17	x	-16	x	x	0.8	12
C[C@H](CO)N1C[C@H](C)[C@H](CN(C)Cc2ccccc2)Oc2c(NC(=O)Nc3ccc(F)cc3)cccc2C1=O	4.1	-20	-8	6.7	-6	-11	x	2.0	-8
O=C(CCC(=O)NNC(=O)COc1ccc(Br)cc1)NCc1ccccc1	-0.2	-17	-6	1.2	-12	-16	-15	1.0	16
O=c1c2c3c(sc2n2cnnc2n1-c1ccccc1)N(Cc1ccccc1)CCC3	0.5	-14	x	-0.9	x	-14	9	x	x
O=C(c1c(O)c2ccccc2oc1=O)C1CCC1	0.0	-23	-34	-1.7	-8	-10	-11	0.4	24
CCOC(=O)C1=C(C)Nc2ccccc2N=C1N	0.0	-9	-6	0.3	-16	0	-18	1.1	19

Three entries from above, sorted by the number in OXTR potentiate, lowest first:
SMILES	OXTR potentiate	GPR7 antag
O=c1c2c3c(sc2n2cnnc2n1-c1ccccc1)N(Cc1ccccc1)CCC3	-14	9
CCN(CC(=O)Nc1c(F)cccc1F)C(=O)CCc1nc2ccccc2c(=O)[nH]1	-11	x
CN(C)/C=C/c1onc(-c2c(F)cccc2Cl)c1C#N	-7	-8

The listing continues:
SMILES	V1aR counter	CHO parental Ca	TAAR1 antag	OXTR ag	CHO-K1 Ca antag	OXTR potentiate	GPR7 antag	M1 ag parental	M1 PAM parental
O=c1[nH]nc(Cc2ccc3ccccc3n2)c2ccccc12	1.7	-12	9	3.6	-8	-1	-15	1.2	15
Cc1cc(Cl)ccc1NC(=S)NCc1ccco1	1.9	3	-5	-1.5	-5	-4	-5	2.1	21
Cc1ccc(C2C3=C(CC(C)(C)CC3=O)NC3=C2C(=O)c2ccccc23)cc1 (stereo not drawn)	3.6	-23	-1	-0.2	2	-1	-7	0.2	-1
O=[N+]([O-])c1ccc(-c2nc(C(Cl)Cl)c3ccccc3n2)cc1	-1.0	3	-32	0.3	-16	11	-11	1.8	30
CCOC(=O)C(C)n1cnc2c(nnn2Cc2ccc(Cl)cc2)c1=O (stereo not drawn)	3.1	-9	6	3.2	2	-4	2	1.3	4
O=c1[nH]c(CSc2ccccn2)nc2ccccc12	0.3	-3	-10	0.2	-9	-1	3	0.7	10
COc1cc(OC)c(NC(=O)c2csc(C)c2)cc1Cl	0.5	-7	-15	-0.8	-5	-1	-7	0.0	5
CN=c1scc(-c2ccc(F)cc2)n1/N=C/c1ccc(O)c(O)c1	x	x	9	x	1	x	23*	1.6	25
O=C(COC(=O)c1cc([N+](=O)[O-])ccc1NCc1ccccc1)NC1CCCc2ccccc21 (stereo not drawn)	0.0	-15	3	-0.7	14	-4	-1	-0.1	-4
Cc1ccc(-c2nnc3ccc(SCC(=O)N4CCc5ccccc54)nn23)cc1	1.0	-12	2	-0.2	-8	-3	5	1.3	13
O=C(OCC(=O)N1CCOCC1)c1ccc[nH]c1=O	0.2	-6	5	1.9	-1	-2	-7	0.8	-4
CCCCNC(=O)COC(=O)c1cc(S(=O)(=O)N2CCCCCC2)ccc1OC	-0.5	-8	11	-0.5	8	-9	-4	0.2	7
O=C(COc1ccc(Br)cc1)N(Cc1cccs1)C1CCS(=O)(=O)C1 (stereo not drawn)	1.1	-10	-7	1.2	-7	-10	-6	2.9	17
CCCCn1c(=O)[nH]c(=O)c2c(C(=O)OCC)cc(-c3ccc(OC(F)F)cc3)nc21	0.9	-4	10	-0.4	11	-12	-6	-0.4	-7
Cc1ccc(CN2CCNC2=O)cc1	0.0	-8	-25	-0.7	-17	-8	4	1.8	37
O=C(CCC(=O)Nc1ccccc1)N/N=C/C=C/c1ccccc1	-0.3	-9	-10	-0.1	-6	6	-1	1.0	19
Cc1nn(-c2ccccc2)c(N)c1C(O)(CSc1nccn1C)C(F)(F)F (stereo not drawn)	0.1	0	-5	-0.1	-3	-9	-11	-0.2	9
O=C(NCCO)c1ccccc1O	0.9	5	9	0.6	-10	-7	0	0.4	19
CC(=O)c1ccc(S(=O)(=O)N2CCCc3ccccc32)cc1	0.8	-17	14	-0.7	-2	-8	-1	2.5	26
CN=C(Nc1ccccc1OC)SC1CC(=O)N(c2ccc(C(=O)OC)cc2)C1=O (stereo not drawn)	0.0	8	-7	0.5	-16	0	-3	0.8	4
COc1ccc(CCN2CC(C(=O)NCCc3ccc(F)cc3)CCC2=O)cc1 (stereo not drawn)	0.3	-11	-16	-0.3	-14	-4	-14	1.6	0
Cc1cc(C)cc(Nc2ncc3c(n2)CC(c2ccco2)CC3=O)c1 (stereo not drawn)	-1.6	-30	-3	-2.2	3	-12	-18	0.3	11
N#CCSc1nnc(-c2ccccc2)c(-c2ccccc2)n1	-1.5	-5	-18	-2.4	-3	-5	-2	0.2	21
[O-][N+](=Cc1ccccc1)c1ccc(Cl)cc1	x	x	-15	x	-12	x	x	0.5	21
CSc1ccc(-c2nnn(Cc3ccc(Br)cc3)n2)cc1	3.0	-9	40	3.0	-5	-11	-6	2.5	22
COc1ccc(C[C@](C)(N)C(=O)O)cc1OC	0.9	-4	7	0.3	-2	-2	x	0.4	25
Cc1ccc(N2C(=O)CN(Cc3ccccc3)C2=S)cc1C	-0.4	-14	-9	-1.8	-15	-16	-15	1.8	15
COc1cccc(-c2nc3nc(C)cc(C)n3c2NC2CCCCC2)c1	x	x	-8	x	-2	x	x	0.1	9

Screening data: PubChem, The Scripps Research Institute Molecular Screening Center
